Bioassay records: PubChem BioAssay, several laboratories
GalR3 antag: human GalR3 antagonism. HEK293 GalR3-CNG cAMP membrane potential fluorescence; galR3 body fused to GalR1 C-terminus. inhibition, % at 3 µM. AID 651719. O60755. actives 0.44% (n = 360,000);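 active = inhibition above the screen-wide average plus 3 SD, cut at about 13% in these data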;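 also: forskolin and galanin both at EC90 stimulate the cells; cAMP rise reported by CNG channel membrane potential dye signal; 0% = forskolin plus galanin with DMSO and 100% = forskolin alone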
Target sequence (O60755 1-299 limits assumed): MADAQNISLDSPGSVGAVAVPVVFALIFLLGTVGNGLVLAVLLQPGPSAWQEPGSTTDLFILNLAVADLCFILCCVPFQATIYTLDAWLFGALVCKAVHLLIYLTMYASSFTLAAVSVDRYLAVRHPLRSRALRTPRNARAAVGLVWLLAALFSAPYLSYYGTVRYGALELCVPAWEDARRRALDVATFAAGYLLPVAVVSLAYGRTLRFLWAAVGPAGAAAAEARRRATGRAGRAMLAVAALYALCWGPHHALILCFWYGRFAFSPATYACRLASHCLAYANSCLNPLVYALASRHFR
IDE cell inh: inhibits human insulin-degrading enzyme in HEK cells. AID 434962. inhibition, % at 5.59 µM. actives 0.41% (n = 320,000). P14735. FAbetaB cleavage, fluorescence polarization;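 active = percent inhibition above the average of all tested compounds plus 3 SD, set per screening campaign, cut at about 16% in these data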;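 also: IDE supplied by intact live HEK cells; FP after avidin binding of uncleaved biotin substrate so inhibition keeps polarization high; 0% = DMSO wells and 100% = 60 µM reference IDE inhibitor Ii1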
CRFR2-BP antag: antagonists of CRF-binding protein/CRF-R2 receptor complex; HEK293 CRF-R2/CRF-BP, CRF-induced calcium fluorescence; actives 0.59% (n = 350,000); inhibition, % at 11.8 µM; AID 588475;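 active = inhibition of the ligand-induced calcium signal above about 50% at the single tested concentration, limit read from the data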
CRFR2-BP ag: agonists of human CRF-binding protein/CRF-R2 receptor complex | HEK293 CRF-R2/CRF-BP, calcium dye fluorescence (FLIPR); percent of saturating CRF peptide response | activation, % at 13.2 µM | actives 0.46% (n = 350,000);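 active = activation of at least 50%, plus an integration ratio under a set limit after plate pattern correction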;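 also: plate controls were neutral control wells without compound for no effect and CRF at EC100 for full effect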
MEKK3 PB1 HTS: raises or lowers MEK5 binding to the human MEKK3 PB1 domain; Q99759; bead-based flow cytometry, Alexa488-MEK5 binding to MEKK3; actives lie on both sides; 0 = blocked by unlabeled MEK5, 100 = vehicle; binding response (% of control), % at 10 µM; actives 1.4% (n = 290,000); AID 1529;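 active = binding response more than 3 SD above or below the average of its plate-row segment, actives on both sides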;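 also: Alexa488 bead fluorescence after subtracting the streptavidin-only scavenger bead signal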
pCIP destab: compounds decreasing mouse p/CIP protein stability; F442A p/CIP-EGFP cells, EGFP fluorescence, 16 h; decrease of EGFP signal, % at 10 µM; AID 1984; actives 0.01% (n = 290,000);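 active = EGFP signal decrease of at least 30% at 10 µM or well 3 SD below plate mean, unless failing retest; inactive = the rest, including hits failing retest or dose response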; also: some compounds called inactive have numbers as strong as hits; many of its hits are not listed in these tables
IDE act: boosts human insulin-degrading enzyme activity in HEK cells; FAbeta-B cleavage, fluorescence polarization; 0% vehicle, 100% cell-free pure enzyme wells; actives 0.073% (n = 340,000); P14735; activation, % at 5.96 µM; AID 493087;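 active = activation above the mean of all tested compounds plus 3 SD, set per screening campaign, cut at about 17% in these data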
M4 PAM: positive allosteric modulators of human muscarinic M4 receptor | P08173 | CHO-K1 hM4/Gqi5, Fluo-8 calcium fluorescence, ACh EC20; 0% = ACh EC20, 100% = maximal ACh | activation, % at 3 µM | actives 0.4% (n = 360,000) | AID 624126;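 active = activation above its plate's cutoff, the mean activation of sample wells plus 3 SD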; also: some results filed as inactive read as strong as hits
Target sequence (P08173 whole entry, looked up): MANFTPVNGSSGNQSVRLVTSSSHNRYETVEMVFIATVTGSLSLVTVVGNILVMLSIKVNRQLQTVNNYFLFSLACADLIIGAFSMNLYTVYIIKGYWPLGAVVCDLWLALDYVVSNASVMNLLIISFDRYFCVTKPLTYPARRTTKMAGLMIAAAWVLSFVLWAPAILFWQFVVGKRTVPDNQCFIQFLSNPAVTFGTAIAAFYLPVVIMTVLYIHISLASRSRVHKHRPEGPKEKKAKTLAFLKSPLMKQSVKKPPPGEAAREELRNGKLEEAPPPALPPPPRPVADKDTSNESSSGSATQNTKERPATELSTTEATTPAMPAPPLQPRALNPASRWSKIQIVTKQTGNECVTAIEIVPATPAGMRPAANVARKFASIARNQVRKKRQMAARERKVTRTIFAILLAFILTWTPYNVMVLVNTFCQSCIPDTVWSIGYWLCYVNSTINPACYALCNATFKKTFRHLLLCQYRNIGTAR
PHOSPHO1 block: PHOSPHO1 (human) inhibition | inhibition, % at 13.3 µM | actives 1.1% (n = 290,000) | recombinant PHOSPHO1, absorbance phosphatase assay | AID 1565; in the data active = inhibition above about 60%
Target sequence (Q8TCT1 whole entry, looked up): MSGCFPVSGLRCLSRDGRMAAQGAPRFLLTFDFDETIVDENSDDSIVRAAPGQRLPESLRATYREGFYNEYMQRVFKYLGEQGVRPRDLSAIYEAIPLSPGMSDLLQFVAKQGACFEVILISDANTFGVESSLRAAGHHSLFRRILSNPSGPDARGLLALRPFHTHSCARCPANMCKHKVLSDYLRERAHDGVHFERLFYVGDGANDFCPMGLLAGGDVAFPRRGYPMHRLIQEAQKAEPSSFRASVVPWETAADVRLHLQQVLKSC
* = called active by the depositor; / = not tested or not shown; [ ] = remark or other dose. No enrichment for hits; 4.2% or so of the library scored in one or more.

Fields: GalR3 antag | IDE cell inh | CRFR2-BP antag | CRFR2-BP ag | MEKK3 PB1 HTS | pCIP destab | IDE act | M4 PAM | PHOSPHO1 block
> COCCNC(=O)c1onc(CSc2ccccc2)c1C(=O)O
    0 | 0 | 8 | 0.1 | 107 | -8 | 4 | 8 | 29
> Cc1cc(C)cc(C(=O)NC(=S)Nc2ccc3c(c2)OCCO3)c1
    2 | 3 | -11 | 2.0 | 97 | -14 | 7 | 2 | -19
> CCOc1ccc(Nc2nc(Cc3nnc(SCC(=O)c4ccc(C)cc4)o3)cs2)cc1
    -9 | 1 | -45 | 0.8 | 99 | 3 | 6 | -5 | 27
> O=C(NCN1CCc2ccccc2C1)c1cnccn1
    -2 | 6 | -27 | 0.2 | 94 | 5 | 4 | -1 | 5
> Cc1ccc(C(=O)NCC(=O)OCC(=O)Nc2cccc(S(=O)(=O)N3CCCC3)c2)cc1C
    -2 | 3 | -18 | 0.4 | 83 | 11 | -5 | -4 | 19
> Cc1cccc(N2C(=O)CC(N3CCN(c4cccc(C(F)(F)F)c4)CC3)C2=O)c1 (centres undefined)
    -1 | 6 | -26 | 4.0 | 96 | 2 | 3 | 4 | -31
> CCN(CCNC(=O)c1cc(C)nn1-c1ccccc1)c1ccccc1
    2 | -6 | 4 | -0.5 | 108 | 4 | -1 | -6 | 2
> N#CC1(c2ccccc2)CCCN1C(=O)c1ccccc1Cl (centres undefined)
    -1 | -2 | 2 | -0.7 | 102 | 0 | 3 | 2 | -1
> COC(=O)c1ccc2c(=O)n(-c3ccccc3)c(=S)[nH]c2c1
    -6 | 6 | 5 | -1.1 | 106 | -10 | 5 | -1 | 12
> COc1cc(OC)c(C(=O)OCC(=O)Nc2ccc(S(=O)(=O)N3CCOCC3)cc2)cc1OC
    -4 | -1 | -14 | 2.5 | / | / | -4 | 4 | /
> COc1ccc(CN(C)C(=O)c2ccc3c(=O)n4c(nc3c2)CCC4)c(OC)c1
    1 | 6 | 17 | -0.6 | / | / | 1 | 10 | /
> CCN(CC)CCN(C(=O)C1=COCCO1)c1nc2cc3c(cc2s1)OCO3
    -2 | 1 | 0 | -2.4 | 98 | 8 | 0 | 4 | -5
> CC(=O)NC1CCCC(NC(C)=O)C1 (centres undefined)
    -5 | / | 24 | -3.2 | / | / | 2 | 2 | /
> CCOc1ccc(S(=O)(=O)n2ccnc2C)cc1
    / | 5 | / | / | 100 | 0 | / | / | 39
> CCN1C[C@@H]2[C@@H]3C(=O)N(Cc4ccccc4)C(=O)[C@@H]3[C@](CC)(C1=O)N2C(=O)c1ccc(C(C)(C)C)cc1
    -3 | / | -4 | -2.1 | / | / | 4 | 15 | /
> O=c1c(-c2c(O)cc(O)c3c(=O)cc(-c4ccc(O)cc4)oc23)c(-c2ccc(O)cc2)oc2cc(O)cc(O)c12
    -1 | -2 | 8 | -3.0 | 109 | 1 | 5 | -1 | 8
> O=S(=O)(c1ccc(-c2ccccc2)cc1)N1CCCC1
    -5 | -3 | 4 | 1.9 | 93 | -8 | 5 | -11 | 25
> O=[N+]([O-])c1cccc(C2=NCCS2)c1
    2 | 0 | 9 | 11 | 103 | -7 | 2 | 7 | 16
> O=C(CCC1COc2ccccc2O1)NCc1ccccc1 (centres undefined)
    -4 | -2 | 9 | -0.5 | 91 | -12 | 0 | 10 | -9
> OCC#CCSc1nnc(-c2cccc3ccccc23)o1
    -4 | -1 | 4 | -2.0 | / | / | 3 | 14 | /
> COCCCN(C(=O)Cc1ccc(Cl)c(Cl)c1)c1c(N)n(Cc2ccccc2)c(=O)[nH]c1=O
    -6 | 4 | -19 | -1.7 | 105 | -10 | 2 | 5 | 4
> CN(Cc1cccc(F)c1)C(=O)c1cc(=O)[nH]c2ccccc12
    -8 | 0 | -7 | -0.3 | 101 | 0 | 3 | -2 | 31
> COC(=O)c1ccnc(/C=N/O)c1
    -7 | -2 | 7 | -3.7 | 80*[inhibitor] | -9 | 6 | -3 | 2
> COc1cc(C(=O)NCC(c2ccco2)N2CCCC2)ccc1OCc1ccccc1 (centres undefined)
    -4 | -1 | 8 | -0.7 | / | / | 4 | -7 | /
> CCN(C(=O)Cn1c(=O)oc2ccccc21)c1ccc(C)c(C)c1
    -3 | -4 | -1 | -1.4 | 96 | -12 | 3 | -5 | 37
> O=S(=O)(Nc1cccc(-c2cn3c(n2)SCC3)c1)c1ccc(F)cc1F
    -4 | 1 | 3 | -0.8 | 100 | -7 | 3 | 7 | -103
> Nn1c(SCC(=O)NC(=O)Nc2ccc3c(c2)OCCO3)nnc1C1CC1
    -3 | 3 | 4 | -0.8 | 82 | -2 | 0 | 3 | -21
> CCCN(CCC)CC(O)Cn1c2ccccc2c2ccccc21 (centres undefined)
    -5 | 2 | -8 | -0.4 | 105 | 1 | 1 | 1 | 1
> N#CC(C#N)=NNc1ccc(S(=O)(=O)N2CCCC2)cc1
    -1 | 9 | 5 | -0.7 | 84 | 0 | 5 | 17 | -9
> O=C(O)CCSc1nc2ccc(Br)cc2[nH]1
    1 | -1 | -6 | 0.7 | 104 | 3 | -4 | 19 | 66*
> COc1ccccc1-n1c(CNC(=O)c2ccco2)n[nH]c1=S
    4 | 6 | 8 | 0.2 | 101 | -2 | -1 | 1 | 34
> COc1cc(CCC(=O)OCC(=O)NCc2ccc(Cl)cc2)cc(OC)c1OC
    -5 | 2 | 11 | 0.4 | 99 | 0 | 2 | 4 | 8
> CCNC(=O)N1CCCC(C(=O)c2ccc(-c3ccccc3)cc2)C1 (centres undefined)
    -1 | / | -7 | -1.3 | 100 | -7 | 3 | 0 | /
> O=C(CC1S/C(=N/N=C2CCCCCC2)NC1=O)Nc1ccccc1C(F)(F)F (centres undefined)
    -8 | 4 | -6 | 0.4 | 101 | -13 | 0 | 5 | 22
> CC1(C)Cc2c(sc(N)c2C#N)C(C)(C)N1
    -6 | -1 | -1 | 13 | 106 | 1 | 4 | 1 | 21
> CC(=O)Nc1cccc(NC(=O)/C=C/c2ccc(S(=O)(=O)N3CCOCC3)cc2)c1
    -4 | -2 | -5 | 1.0 | / | / | -1 | 9 | /
> COC(=O)c1ccc(N2C(=O)CC(SCC(=O)Nc3ccc(OC)cc3)C2=O)cc1 (centres undefined)
    10 | 4 | -10 | 0.5 | 102 | -3 | -3 | -2 | 8
> OCCC1CN(Cc2nc(-c3ccccc3)cs2)CCN1CCc1ccccc1 (centres undefined)
    -1 | 10 | 10 | 5.5 | 96 | -10 | 3 | -10 | 41
> CC(=O)N1CCN(c2nnnn2-c2ccccc2)CC1
    -7 | 2 | 17 | -1.5 | 99 | -11 | 1 | 2 | -4
> CN(C(=O)CSc1nnc(COc2ccccc2F)n1N)C1CCCCC1
    -5 | 4 | 7 | -0.7 | / | / | -1 | 4 | /

The list continues.
Molecule	GalR3 antag	IDE cell inh	CRFR2-BP antag	CRFR2-BP ag	MEKK3 PB1 HTS	pCIP destab	IDE act	M4 PAM	PHOSPHO1 block
COC(=O)CC(=O)N1CCN(c2ccc(Cl)c(Cl)c2)CC1	-9	5	1	2.6	101	-17	1	-11	32
O=C(CCNC(=O)C1CCN(S(=O)(=O)c2ccc(F)cc2)CC1)NCc1ccc(Cl)cc1	4	2	-8	1.9	102	-5	-4	-3	30
COc1ccc(CC(=O)N[C@@H]2c3ccccc3CC[C@H]2OCc2ccccc2)cc1	-6	/	8	-5.7	/	/	0	4	/
Cc1ccc([C@@H]2CC=C(C(=O)O)[C@H](c3cccc(Cl)c3)N2S(=O)(=O)c2ccc(C)cc2)cc1	0	1	14	11	/	/	-6	-5	/
O=C1c2ccccc2C(=O)N1Cc1nc2ccccc2c(=O)n1CCCN1CCOCC1	-3	-4	9	0.2	101	0	2	3	6
CCCCCn1c(SCC(=O)c2ccccc2)nc2cc(C(=O)NCc3ccco3)ccc2c1=O	-2	/	-4	0.1	106	5	2	-5	45
O=C(N[C@H]1CCC(=O)N([C@H](CSc2ccc(Br)cc2)Cc2ccccc2)CC1)OCc1ccccc1	-6	3	0	0.4	/	/	3	-1	/
CNc1oc(-c2ccc(F)cc2)nc1S(=O)(=O)c1ccccc1	-14	-1	-19	1.9	103	1	4	2	8
C[C@]12CCC[C@H](O1)[C@H]([C@@H](O)c1ccccc1)O2	/	-2	-2	2.2	/	/	3	10	/
N#Cc1ccc(Nc2ccccc2)c(N)c1	1	3	24	1.4	100	11	4	3	7
CC(C)NC(=O)N(C)C[C@@H]1Oc2cc(C#Cc3ccccn3)ccc2S(=O)(=O)N([C@@H](C)CO)C[C@H]1C	-7	/	35	1.8	/	/	/	0	/
Cc1cccc(C)c1NC(=O)C1NC(=O)CC1c1ccccc1 (centres undefined)	3	3	1	0.0	106	-3	5	4	-14

Three neighbouring compounds already listed, quoted:
Molecule	GalR3 antag	IDE cell inh	CRFR2-BP antag	CRFR2-BP ag	MEKK3 PB1 HTS	pCIP destab	IDE act	M4 PAM	PHOSPHO1 block
N#Cc1ccc(Nc2ccccc2)c(N)c1	1	3	24	1.4	100	11	4	3	7
CC(C)NC(=O)N(C)C[C@@H]1Oc2cc(C#Cc3ccccn3)ccc2S(=O)(=O)N([C@@H](C)CO)C[C@H]1C	-7	/	35	1.8	/	/	/	0	/
Cc1cccc(C)c1NC(=O)C1NC(=O)CC1c1ccccc1 (centres undefined)	3	3	1	0.0	106	-3	5	4	-14

Look-ups from the list.
Value for CCN1C[C@@H]2[C@@H]3C(=O)N(Cc4ccccc4)C(=O)[C@@H]3[C@](CC)(C1=O)N2C(=O)c1ccc(C(C)(C)C)cc1 in CRFR2-BP ag: -2.1
Value for O=C(O)CCSc1nc2ccc(Br)cc2[nH]1 in M4 PAM: 19
Value for CCOc1ccc(Nc2nc(Cc3nnc(SCC(=O)c4ccc(C)cc4)o3)cs2)cc1 in CRFR2-BP ag: 0.8
Value for CC(=O)NC1CCCC(NC(C)=O)C1 (centres undefined) in M4 PAM: 2
Value for CCCCCn1c(SCC(=O)c2ccccc2)nc2cc(C(=O)NCc3ccco3)ccc2c1=O in GalR3 antag: -2

More records follow.
Molecule	GalR3 antag	IDE cell inh	CRFR2-BP antag	CRFR2-BP ag	MEKK3 PB1 HTS	pCIP destab	IDE act	M4 PAM	PHOSPHO1 block
Cc1ccc(C(=O)NCCC(=O)N2CCC3(CC2)NCCc2[nH]cnc23)cc1	-7	1	-10	2.7	99	-6	7	10	7
CC(=O)c1ccc(NC(=O)C(C)Sc2nnnn2C)cc1 (centres undefined)	-6	-5	19	0.7	102	-4	-4	5	-10
CCC(=O)NNc1nc2c(C)c(C)ccc2s1	-6	-2	-12	0.3	108	-150	-6	3	-53
CC1CC(C)CN(C(=O)CNC(=O)c2sc3ccccc3c2Cl)C1 (centres undefined)	-2	-2	-17	0.7	/	/	4	10	/
Cc1ccc2c(c1)c1ncn(Cc3ccc(F)cc3)c(=O)c1n2C	-3	4	20	-4.0	88	-1	4	6	41
CC1(C)CC(=O)c2sc(NC(=O)CCS(=O)(=O)c3ccccc3)nc2C1	/	2	-3	1.1	106	-9	4	-2	-14
CCCC(=O)Nc1cc(C)c(NC(=O)c2ccccn2)cn1	-3	6	1	3.6	106	-19	2	11	27
Cc1c(C(=O)Nc2c(C)n(C)n(-c3ccccc3)c2=O)oc2c(Cl)cccc12	-6	3	-4	-4.8	94	-2	3	4	41
Cc1csc2ncc(C(=O)N3CCc4ccccc43)c(=O)n12	/	3	-8	-3.2	104	/	-5	-4	/
CCn1nccc1C(=O)Nc1ccc(C)c(C)c1	/	/	9	0.1	105	20	6	2	-26
